Source: PubChem
NCI-60 one-dose screen, 48 h, at 10 µM unless noted. Numbers give growth in % (100 = growth as untreated, 0 = no growth, -100 = all killed).
OVCAR-5 = OVCAR-5 ovarian cancer | AID 1794783 | hit rate 2.9% among 82,000
IGROV1 = IGROV1 ovarian cancer; AID 1794786; hit rate 4.7% among 79,000
OVCAR-4 = OVCAR-4 ovarian cancer cells; AID 1794784; hit rate 3.7% among 80,000
OVCAR-3 = OVCAR-3 ovarian cancer | AID 1794787 | hit rate 7% among 79,000
NCI-H23 = NCI-H23 lung cancer. hit rate 4% among 80,000
SK-OV-3 = SK-OV-3 ovarian cancer cells; hit rate 3.2% among 80,000; AID 1794785
NCI/ADR-RES = NCI/ADR-RES ovarian cells. hit rate 4.4% among 81,000. AID 1794790
NCI-H226 = NCI-H226 lung cancer | hit rate 3.5% among 79,000 | AID 1794732
SN12C = SN12C renal cancer cells. hit rate 3.8% among 81,000
* = called active by the depositor; & = joins results of further samples. How the source made its calls: active means growth percent below 10; inactive means the rest.

A first look, 3 compounds:
`NC(N)=N/N=C(\c1ccccc1)c1ccccn1` gave OVCAR-5 108, IGROV1 98, OVCAR-4 103, OVCAR-3 108, NCI-H23 100, SK-OV-3 122, NCI/ADR-RES 105, NCI-H226 114 and SN12C 100.
Cc1ccc2[nH]c(=O)cc(C)c2c1 was read as OVCAR-5 102, IGROV1 114, OVCAR-4 113, OVCAR-3 106, SK-OV-3 120, NCI/ADR-RES 114, NCI-H226 101 and SN12C 96.
Screening N#CCCN(NC(=O)OCc1ccccc1)C(=O)OCc1ccccc1 returned OVCAR-5 108, IGROV1 118, OVCAR-4 111, OVCAR-3 118, NCI-H23 107, SK-OV-3 122, NCI/ADR-RES 105, NCI-H226 115 and SN12C 106.

All compounds of this part, from the first entry:
`NC(N)=N/N=C(\c1ccccc1)c1ccccn1` gave OVCAR-5 108, IGROV1 98, OVCAR-4 103, OVCAR-3 108, NCI-H23 100, SK-OV-3 122, NCI/ADR-RES 105, NCI-H226 114 and SN12C 100.
Cc1ccc2[nH]c(=O)cc(C)c2c1 was read as OVCAR-5 102, IGROV1 114, OVCAR-4 113, OVCAR-3 106, SK-OV-3 120, NCI/ADR-RES 114, NCI-H226 101 and SN12C 96.
Screening N#CCCN(NC(=O)OCc1ccccc1)C(=O)OCc1ccccc1 returned OVCAR-5 108, IGROV1 118, OVCAR-4 111, OVCAR-3 118, NCI-H23 107, SK-OV-3 122, NCI/ADR-RES 105, NCI-H226 115 and SN12C 106.
`C/C=C(\C)C(=O)O[C@@H]1C2C=C3C4CC(=O)O[C@@H](c5ccoc5)[C@]4(C)CC[C@@H]3[C@@](C)(C2=O)[C@@H]([C@@H](O)C(=O)OC)C1(C)C` (stereo not given in full) gave OVCAR-5 104, IGROV1 94, OVCAR-4 101, OVCAR-3 101, NCI-H23 104, SK-OV-3 99, NCI/ADR-RES 98, NCI-H226 95 and SN12C 97.
Screening COc1cccc(/C=C/C(=O)c2ccc(NC(=O)COc3cccc4cccnc34)cc2)c1 returned OVCAR-5 103, IGROV1 100, OVCAR-4 101, OVCAR-3 102, NCI-H23 99, SK-OV-3 104, NCI/ADR-RES 91, NCI-H226 94 and SN12C 95.
`O=C(/C=C(O)/C=C/c1ccc(F)c(F)c1F)/C=C/c1ccc(F)c(F)c1F` gave OVCAR-5 105, IGROV1 95, OVCAR-4 113, OVCAR-3 98, NCI-H23 94, SK-OV-3 107, NCI/ADR-RES 102, NCI-H226 105 and SN12C 97.
For Nc1c(OS(=O)(=O)c2ccccc2)cccc1OS(=O)(=O)c1ccccc1 the results were OVCAR-5 111, IGROV1 101, OVCAR-4 90, OVCAR-3 108, NCI-H23 93, SK-OV-3 99, NCI/ADR-RES 97, NCI-H226 96 and SN12C 89.
Cn1cc(-c2cc(N)n3nc(-c4c[nH]c5ccccc45)cc3n2)c2cccnc21 was read as OVCAR-5 30, IGROV1 28, OVCAR-4 28, OVCAR-3 13, NCI-H23 48, SK-OV-3 90, NCI/ADR-RES 28, NCI-H226 71 and SN12C 12.
NC(=O)C(=O)c1ccccc1NC=O was read as OVCAR-5 102, IGROV1 95, OVCAR-4 98, OVCAR-3 110, NCI-H23 92, SK-OV-3 97, NCI/ADR-RES 90, NCI-H226 97 and SN12C 97.
Oc1cccc2c1NCCC2 was read as OVCAR-5 45, IGROV1 18, OVCAR-4 18, OVCAR-3 4.9*, NCI-H23 14, SK-OV-3 20, NCI/ADR-RES 24, NCI-H226 33 and SN12C 12.
Screening C[Si](C)(C)C(c1ccccc1)c1ccccc1 returned OVCAR-5 110, IGROV1 97, OVCAR-4 109, OVCAR-3 113, NCI-H23 99, SK-OV-3 98, NCI/ADR-RES 99, NCI-H226 113 and SN12C 102.
For O=C(Nc1ccccc1O)c1ccc(-c2ccc(Cl)cc2Cl)o1 the results were OVCAR-5 99, IGROV1 88, OVCAR-3 86, NCI-H23 85, SK-OV-3 95, NCI/ADR-RES 90 and SN12C 90.
`O=C(Nc1cccc(-n2cc(-c3ccncc3)c(-c3ccc(O)c(Cl)c3)n2)c1)c1ccc(N2CCOCC2)c(C(F)(F)F)c1` gave OVCAR-5 38, IGROV1 65, OVCAR-4 69, OVCAR-3 60, NCI-H23 42, SK-OV-3 64, NCI/ADR-RES 43, NCI-H226 86 and SN12C 57.
For O=C1/C(=C\c2cccc([N+](=O)[O-])c2)Sc2ccc(Cl)cc21 the results were OVCAR-5 102, IGROV1 80, OVCAR-4 79, OVCAR-3 102, NCI-H23 83, SK-OV-3 95, NCI/ADR-RES 92, NCI-H226 94 and SN12C 84.
`COc1ccc(/C=C\c2cc(OC)c(OC)c(OC)c2)cc1OCC(=O)Nc1nc2ccccc2s1` gave OVCAR-5 65, IGROV1 3.4*, OVCAR-4 49, OVCAR-3 0.4*, NCI-H23 23, SK-OV-3 30, NCI/ADR-RES 13, NCI-H226 42 and SN12C 35.
For Cc1c(C(=O)Nc2ccc([N+](=O)[O-])cc2)sc(N)c1C#N the results were OVCAR-5 128, IGROV1 77, OVCAR-3 111, NCI-H23 96, SK-OV-3 107, NCI/ADR-RES 69, NCI-H226 111 and SN12C 85.
Screening CCOC(=O)C(Cc1csc2ccccc12)(NC(C)=O)C(=O)OCC returned OVCAR-5 104, IGROV1 92, OVCAR-4 103, OVCAR-3 103, SK-OV-3 98, NCI/ADR-RES 95, NCI-H226 100 and SN12C 100.
Screening CC1=CC(=O)C2=C(C)CC(OC(=O)c3ccco3)[C@@H]3[C@H](OC(=O)[C@@H]3C)[C@@H]12 (stereo not given in full) returned OVCAR-5 97, IGROV1 101, OVCAR-4 97, OVCAR-3 110, NCI-H23 107, SK-OV-3 105, NCI/ADR-RES 98, NCI-H226 104 and SN12C 104.
CC(C)(C)n1cc(-c2ccnc(NCCCNS(=O)(=O)c3ccc(Br)cc3)c2)c(-c2cccc(O)c2)n1 was read as OVCAR-5 39, IGROV1 35, OVCAR-4 36, OVCAR-3 43, NCI-H23 47, SK-OV-3 63, NCI/ADR-RES 44, NCI-H226 40 and SN12C 43.
COc1ccc(C(Nc2cccc(C)c2)C(=O)NC2CCCCC2)c(OC)c1OC (stereo not given) was read as OVCAR-5 97, IGROV1 103, OVCAR-4 106, OVCAR-3 109, NCI-H23 102, SK-OV-3 92, NCI/ADR-RES 103, NCI-H226 99 and SN12C 95.
`CCCNC(=O)Nc1ccc(C)cc1C` gave OVCAR-5 91, IGROV1 99, OVCAR-4 100, OVCAR-3 118, NCI-H23 93, SK-OV-3 102, NCI/ADR-RES 103, NCI-H226 91 and SN12C 98.
`CCOC(=O)c1c(-c2ccccc2)c(C#N)c2c(C#N)c(N)nn2c1N` gave OVCAR-5 79, IGROV1 72, OVCAR-4 74, OVCAR-3 89, NCI-H23 93, SK-OV-3 98, NCI/ADR-RES 81, NCI-H226 82 and SN12C 90.
CCCCn1c(C)nc2cc(Nc3nc(N4CCCCC4)nc4nc[nH]c34)ccc21 was read as OVCAR-5 50, IGROV1 31, OVCAR-4 19, OVCAR-3 38, NCI-H23 51, SK-OV-3 66, NCI/ADR-RES 35, NCI-H226 44 and SN12C 50.
Screening Nc1ccc(C(Cl)=C(Cl)Cl)cc1[N+](=O)[O-] returned OVCAR-5 81, IGROV1 100, OVCAR-4 104, OVCAR-3 83, NCI-H23 95, SK-OV-3 96, NCI/ADR-RES 99, NCI-H226 96 and SN12C 79.
Cc1nc2c(cnn2-c2ccccc2)c(=O)n1-c1ccc(N)cc1 was read as OVCAR-5 106, IGROV1 85, OVCAR-4 51, OVCAR-3 90, NCI-H23 60, SK-OV-3 87, NCI/ADR-RES 102, NCI-H226 82 and SN12C 79.
`Cn1cc(/C=C2\SC(=S)N(CCCC(=O)NCCc3ccc(O)cc3)C2=O)c2ccccc21` gave OVCAR-5 113, IGROV1 58, OVCAR-4 83, OVCAR-3 88, NCI-H23 89, SK-OV-3 94, NCI/ADR-RES 84, NCI-H226 81 and SN12C 62.
Screening CC(C)C[C@H](NC(=O)[C@H](Cc1cccc2ccccc12)NS(=O)(=O)c1cccc2cccnc12)B(O)O returned OVCAR-5 -58*, IGROV1 -65*, OVCAR-3 -77*, NCI-H23 -53*, SK-OV-3 0.3*, NCI/ADR-RES 15, NCI-H226 -67* and SN12C 8.8*.
`COc1ccc([N+](=O)[O-])cc1C(F)(F)F` gave OVCAR-5 116, IGROV1 118, OVCAR-4 116, OVCAR-3 114, NCI-H23 106, SK-OV-3 127, NCI/ADR-RES 102, NCI-H226 115 and SN12C 97.
`CCOc1ccccc1/C=N\Nc1ccc(S(=O)(=O)c2ccc(N/N=C/c3ccccc3OCC)cc2)cc1` gave OVCAR-5 95, IGROV1 76, OVCAR-4 97, NCI-H23 96, SK-OV-3 88, NCI/ADR-RES 93, NCI-H226 80 and SN12C 94.
For COc1ccc(-c2nn(-c3cccc(Cl)c3)cc2C=C(C#N)C#N)cc1 the results were OVCAR-5 29, IGROV1 12, OVCAR-4 7.2*, OVCAR-3 -24*, NCI-H23 -45*, SK-OV-3 -0.2*, NCI/ADR-RES 2.5*, NCI-H226 25 and SN12C 10.
`COc1ccc(Cc2nnc(Nc3nc4ccccc4s3)s2)cc1` gave OVCAR-5 89, IGROV1 94, OVCAR-4 105, OVCAR-3 103, NCI-H23 93, SK-OV-3 115, NCI/ADR-RES 96, NCI-H226 98 and SN12C 94.
`O=C(O)c1cccc(-c2cccc(C(=O)O)c2)c1` gave OVCAR-5 107, IGROV1 105, OVCAR-4 103, OVCAR-3 105, NCI-H23 101, SK-OV-3 98, NCI/ADR-RES 104, NCI-H226 98 and SN12C 95.
Screening Cc1onc(-c2ccccc2)c1C(=O)NC1C(=O)N2[C@@H]1SC(C)(C)[C@@H]2C(=O)O (stereo not given in full) returned OVCAR-4 116, OVCAR-3 116, NCI-H23 110, SK-OV-3 119, NCI/ADR-RES 106, NCI-H226 100 and SN12C 104.
Screening CCOC(=O)C(C(=O)OCC)C(c1ccc(Cl)cc1)c1ccccc1Cl (stereo not given) returned OVCAR-5 94, IGROV1 97, OVCAR-4 99, OVCAR-3 103, NCI-H23 106, SK-OV-3 96, NCI/ADR-RES 98, NCI-H226 106 and SN12C 99.
Screening N#CC(Cc1ccccc1)C(N)=O (stereo not given) returned OVCAR-5 102, IGROV1 116, OVCAR-4 112, OVCAR-3 113, NCI-H23 104, SK-OV-3 100, NCI/ADR-RES 104, NCI-H226 102 and SN12C 101.
Nc1ccc2ccc(NS(=O)(=O)N3CCCCC3)cc2c1 was read as OVCAR-5 56, IGROV1 76, OVCAR-4 39, OVCAR-3 -9.6*, NCI-H23 44, SK-OV-3 32, NCI/ADR-RES -25*, NCI-H226 15 and SN12C 43.
`CSc1ccc(/C=C2\C=C(CC(=O)NCc3ccc(C(=O)c4ccccc4)cc3)c3cc(F)ccc32)cc1` gave OVCAR-5 25, IGROV1 10, OVCAR-4 11, OVCAR-3 -60*, NCI-H23 -23*, SK-OV-3 -34*, NCI/ADR-RES -35*, NCI-H226 -41* and SN12C 9.6*.
CCN1CCN(CC(=O)Nc2nc3ccc(NCc4ccc(OC)cc4)cc3s2)CC1 was read as OVCAR-5 94, IGROV1 102, OVCAR-4 86, OVCAR-3 95, NCI-H23 90, SK-OV-3 104, NCI/ADR-RES 92, NCI-H226 84 and SN12C 84.
Screening Cc1cccc(NC(=O)CSc2nc3ccc([N+](=O)[O-])cc3[nH]2)c1 returned OVCAR-5 99, IGROV1 87, OVCAR-4 59, OVCAR-3 73, NCI-H23 70, SK-OV-3 88, NCI/ADR-RES 74, NCI-H226 71 and SN12C 81.
COc1ccc(C/C(C)=C(\c2ccc(Cl)cc2)c2ccc(OCCN3CCCC3)cc2)cc1 was read as OVCAR-5 69, IGROV1 69, OVCAR-4 98, OVCAR-3 93, NCI-H23 85, SK-OV-3 101, NCI/ADR-RES 88, NCI-H226 98 and SN12C 83.
CCCCCCCCCCCCCCCCCCNC1=C(Cl)C(=O)c2ccccc2C1=O was read as OVCAR-5 102, IGROV1 86, OVCAR-4 91, OVCAR-3 112, NCI-H23 97, SK-OV-3 105, NCI/ADR-RES 90, NCI-H226 106 and SN12C 81.
Screening CCC(C)C(CC)C(N)=O (stereo not given) returned OVCAR-5 106&104, OVCAR-4 96&114, OVCAR-3 120&132, NCI-H23 110&106, SK-OV-3 104&106, NCI/ADR-RES 114&115, NCI-H226 104&101 and SN12C 105&103.
CNc1c(Br)cc(Br)cc1-c1n[nH]c(=O)[nH]c1=O was read as OVCAR-5 108, IGROV1 90, OVCAR-4 95, OVCAR-3 104, NCI-H23 88, SK-OV-3 100, NCI/ADR-RES 96 and SN12C 99.
`CCCN1C(=O)N(CCC)C2C1NC(=S)N2/N=C/C=C/c1ccccc1OC` (stereo not given) gave OVCAR-5 27, IGROV1 31, OVCAR-4 55, OVCAR-3 -21*, NCI-H23 36, SK-OV-3 35, NCI/ADR-RES 9.9*, NCI-H226 55 and SN12C 38.
Screening CC(=O)Nc1ccccc1C(F)(F)F returned OVCAR-5 99, IGROV1 75, OVCAR-4 103, OVCAR-3 106, NCI-H23 92, SK-OV-3 101, NCI/ADR-RES 101, NCI-H226 96 and SN12C 104.

Pulled one by one from above:
`CSc1ccc(/C=C2\C=C(CC(=O)NCc3ccc(C(=O)c4ccccc4)cc3)c3cc(F)ccc32)cc1` gave OVCAR-5 25, IGROV1 10, OVCAR-4 11, OVCAR-3 -60*, NCI-H23 -23*, SK-OV-3 -34*, NCI/ADR-RES -35*, NCI-H226 -41* and SN12C 9.6*.
CNc1c(Br)cc(Br)cc1-c1n[nH]c(=O)[nH]c1=O was read as OVCAR-5 108, IGROV1 90, OVCAR-4 95, OVCAR-3 104, NCI-H23 88, SK-OV-3 100, NCI/ADR-RES 96 and SN12C 99.
